High-throughput results: PubChem, National Center for Advancing Translational Sciences (NCATS)
RXFP1 antagonist: blocks the human relaxin receptor RXFP1. Q9HBX9. HEK293-RXFP1, relaxin-stimulated cAMP HTRF, 30 min; active compounds read low. activity change, negative = inhibition, % at 57.5 µM. 350,000 tested, 0.59% active. AID 1259400;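 active means activity change of -60% or lower, but not beyond a set lower limit; inconclusive means change between -60% and -40%, or beyond the set limit; inactive means change above -40%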; further: on the % scale 0 is the no-effect control and ±100 the full control effect
D1 PAM: enhances dopamine response at the human D1 receptor; P21728; AID 504651; potentiation, % at 10 µM; HEK293 TREx D1 cells, calcium flux, dopamine EC20 potentiation; 360,000 tested, 0.036% active; in the data active means potentiation above about 30%; further: 0% is about no effect
Target sequence (P21728 whole entry, looked up): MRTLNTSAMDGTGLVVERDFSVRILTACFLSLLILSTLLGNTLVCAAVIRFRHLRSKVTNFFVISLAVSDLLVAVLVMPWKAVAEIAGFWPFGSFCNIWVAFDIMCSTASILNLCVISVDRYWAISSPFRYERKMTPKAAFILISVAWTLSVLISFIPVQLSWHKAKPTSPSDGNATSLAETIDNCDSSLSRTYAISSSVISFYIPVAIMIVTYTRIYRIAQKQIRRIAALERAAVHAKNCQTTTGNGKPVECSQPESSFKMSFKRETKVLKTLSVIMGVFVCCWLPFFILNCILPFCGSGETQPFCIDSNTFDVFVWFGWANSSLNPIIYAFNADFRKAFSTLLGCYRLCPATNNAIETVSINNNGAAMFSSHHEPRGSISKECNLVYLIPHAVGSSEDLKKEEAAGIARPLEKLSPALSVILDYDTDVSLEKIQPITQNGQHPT
D1 antagonist: antagonists of human D1 dopamine receptor. P21728. HEK293 TREx D1 cells, calcium flux, dopamine EC80; active compounds read low. activity change, negative = inhibition, % at 10 µM. AID 504652. 360,000 tested, 3.2% active; in the data active means activity change below about -30%; further: on the % scale 0 is the no-effect control and ±100 the full control effect
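HEK293 T-REx cells expressing inducible, force-coupled D1 receptor; no-wash Ca dye, 30–90 min RT. Cmpd → 180 s read at 1 Hz → EC80 DA → 180 s read.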
Vif-A3F inh: Vif-A3F binding inhibition; AID 602313; 390,000 tested, 0.2% active; Potency, µM (doses to about 46.1 µM), for the others: top-dose activity, negative = active; HeLa A3F-eYFP + Vif (tagged APOBEC3F with the HIV-1 protein that degrades it), YFP fluorescence increase; further: potency means the concentration at half of the fitted maximal effect; % of control where 0% means no effect; nearly all actives have a fitted effect of over 65% in size
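Fluorescence increase (Ex 488/Em 500-530) after overnight compound treatment at 37 deg C flags inhibition of Vif-driven A3F-eYFP loss in stable HeLa A3F-eYFP/Vif cells seeded overnight beforehand.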
GRP78 ERSR act: ER stress response induction in glioma; U87-MG GRP78 promoter luciferase reporter, 16 h; Potency, µM, without a hit: at the highest dose activation, usual class: activators; 420,000 tested, 0.02% active; further: potency means the concentration at half of the fitted maximal effect; series mostly up to about 76 µM; % of control where 0% means no effect; nearly all actives have a fitted effect of over 35% in size
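Stably transfected U87-MG human glioma cells carrying a GRP78-based luminescent sensor were seeded at 1000 cells/well, pin-dosed with compounds and incubated 16 h. Luciferase reagent was then added, and end-point luminescence was read after 10 min at room temperature.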
Vif-A3G inh: inhibitors of Vif-APOBEC3G interaction; HeLa A3G-eYFP + Vif (tagged APOBEC3G with the HIV-1 protein that degrades it), YFP fluorescence, overnight; Potency, µM (titrated, usually from 46.1 µM), inactives show at the top dose activity, negative = active, most hits filed as inhibitors; 410,000 tested, 0.076% active; AID 602310;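 further: potency means the concentration at half of the fitted maximal effect; on the % scale 0 is the no-effect control and ±100 the full control effect; nearly all actives have a fitted effect of over 60% in size; hits raise eYFP signal because A3G escapes Vif-driven loss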
Target sequence (Q9HC16 whole entry, looked up): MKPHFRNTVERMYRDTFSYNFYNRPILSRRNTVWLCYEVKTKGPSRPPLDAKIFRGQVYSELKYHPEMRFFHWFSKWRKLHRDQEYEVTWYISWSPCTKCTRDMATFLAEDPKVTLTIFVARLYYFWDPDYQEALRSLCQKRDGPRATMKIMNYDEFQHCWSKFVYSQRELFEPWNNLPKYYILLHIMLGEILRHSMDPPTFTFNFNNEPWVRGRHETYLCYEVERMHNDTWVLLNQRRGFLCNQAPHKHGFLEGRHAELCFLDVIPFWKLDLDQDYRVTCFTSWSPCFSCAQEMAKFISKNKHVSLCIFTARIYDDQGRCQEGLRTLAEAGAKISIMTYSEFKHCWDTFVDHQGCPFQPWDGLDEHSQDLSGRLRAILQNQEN
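HeLa cells stably expressing Vif and C-terminally eYFP-tagged A3G, seeded overnight at 37 deg C, then exposed to compound by pintool overnight at 37 deg C. Rise in yellow fluorescence (Ex 488/Em 500-530, Acumen) marks blocked Vif-driven A3G degradation.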
D2 PAM: D2 dopamine receptor (human) potentiation. potentiation, % at 10 µM. HEK293 T-REx D2, calcium flux, EC20 dopamine potentiation. 340,000 tested, 0.34% active;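 active means potentiation over 3 SD above the plate norm, cut at about 30% in these data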; further: 0% is about no effect
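Using a no-wash calcium dye in inducible, force-coupled HEK293 Trex cells expressing D2, we tracked fluorescence each second for 180 s after compound, then for 180 s after EC20 dopamine to detect augmented signalling.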
RXFP1 ag: RXFP1 (human) receptor agonism; Q9HBX9; HEK293T-RXFP1 cAMP TR-FRET, 30 min; response scale: percent of porcine relaxin response, buffer zero; Potency, µM (highest dose often 57.5 µM), without a hit: top-dose activation, actives largely listed as activators; 370,000 tested, 0.3% active; AID 2676; further: potency means the concentration at half of the fitted maximal effect; on the % scale 0 is the no-effect control and ±100 the full control effect; nearly all actives have a fitted effect of over 60% in size; many of its hits are not listed in these tables
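HEK293 cells stably expressing RXFP1, treated 30 min at 37C with compounds plus PDE4 inhibitor Ro 20174; cAMP measured by HTRF TR-FRET. Normalized to buffer and 29 nM porcine relaxin; EC50 by Hill fit.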
D1 ag: agonists of human D1 dopamine receptor; P21728; HEK293 T-REx D1 cells, calcium flux, agonist mode; activation, % at 2 µM; 360,000 tested, 1% active; in the data active means activation above about 30%; further: 0% is about no effect
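Inducible HEK293 T-REx D1 cells, force-coupled to calcium signalling, were plated at 4000 cells/well with tetracycline and held overnight at 30 C. After no-wash calcium dye loading, compound-evoked calcium rise over 180 s flagged agonists.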
Active calls of the source: *; ? = inconclusive; nt = not tested or not shown; & = joins results of further samples. Unless noted, the call rests on the fitted dose curve; in most records, active means well fitted curve in the direction sought with a large enough effect; inconclusive means small, poorly fitted or top-dose-only effect, or another doubt; inactive means no such curve, though single readings can be large; an effect the other way counts as inactive or inconclusive. An excerpt, so the mix of outcomes need not match the whole.

mol	RXFP1 antagonist	D1 PAM	D1 antagonist	Vif-A3F inh	GRP78 ERSR act	Vif-A3G inh	D2 PAM	RXFP1 ag	D1 ag
CN(C(=O)COC(=O)/C=C/c1ccc(Cl)c(Cl)c1)c1c(N)n(Cc2ccccc2)c(=O)[nH]c1=O	8	-7	4	?	-6%	-10%	1	1.6%	4
CC(=O)N(Cc1ccccc1)c1c(N)nc(N)[nH]c1=O	-5	nt	nt	6%	1%	0%	nt	nt	nt
Cc1ccc(S(=O)(=O)NCCC(=O)N2CC(C)OC(C)C2)cc1C (stereo not given)	-4	-1	1	-18%	-4%	-1%	25	-1.4%	0
Cc1ccc(S(=O)(=O)N2CCC(C(=O)N[C@@H](C)C(=O)NC3CCS(=O)(=O)C3)CC2)cc1 (stereo not given in full)	nt	-4	-11	nt	nt	nt	4	3.3%	0
Nc1nc2nc(-c3ccc(F)cc3)cc(C(F)(F)F)n2n1	-18	3	10	-13%	-3%	1%	-10	11%	5
NC(=O)C1(N2CCCCC2)CCN(Cc2ccc(F)cc2)CC1	2	-8	-9	5%	-3%	0%	4	2.3%	-1
Cc1nn2c(-c3ccccc3)cc(-c3ccccc3)nc2c1-c1ccc(Cl)cc1	-11	-1	6	-3%	4%	-3%	-3	2.4%	3
COc1ccccc1NC(=O)COc1ccc(C(=O)NC2CCCc3ccccc32)cc1OC (stereo not given)	-11	0	12	7%	-4%	-1%	-6	-1.2%	1
NC(=O)c1ccccc1NC(=O)CN1CCN(Cc2ccc(Cl)cc2Cl)CC1	-5	-1	-16	-14%	-3%	0%	-13	-0.1%	12
NC(=O)C1CCN(CC(=O)Nc2nccs2)CC1	10	3	-4	2%	-3%	-3%	13	-0.4%	-1
COc1ccc(CCC2(C)NC(=O)N(C(C)C(=O)Nc3ccccc3F)C2=O)cc1 (stereo not given)	1	-5	-8	0%	-2%	-8%	-1	0.3%	1
c1csc(Cn2nnnc2CN2CCN(c3nc4ccccc4s3)CC2)c1	-10	6	8	nt	-4%	0%	9	-0.7%	4
Cc1ccc(S(=O)(=O)N(C)CC(O)Cn2c3ccccc3c3ccccc32)cc1 (stereo not given)	-5	-2	10	-6%	-5%	1%	11	1.6%	1
COc1cccc(/C(O)=C2/C(=O)C(=O)N(c3ccccn3)C2c2ccc(OC)c(OC)c2)c1 (stereo not given)	-7	0	8	-19%	2%	-3%	-9	4.5%	2
O=C(CSc1nc(Cc2ccccc2)nc2ccccc12)Nc1ccc2c(c1)OCCO2	7	4	-8	3%	-4%	-2%	3	1.9%	2
COc1cccc(NC(=O)CSc2nc3c([nH]c4ccccc43)c(=O)n2C)c1	-11	1	-7	5%	-3%	7%	-4	1.8%	0
Cn1nccc1CNC(=O)c1c(Cl)cnn1C	5	-6	0	-6%	-2%	-1%	-7	0.6%	1
CCc1cc(=O)[nH]c(-n2[nH]c(-c3ccccc3)cc2=O)n1	-14	-11	8	1%	2%	-4%	-1	0.1%	0
CC(C)CN(CC(C)C)S(=O)(=O)N1CCC(C(=O)NCc2ccccn2)CC1	-13	0	-13	-7%	-1%	-1%	2	2.3%	2
CC1(C)C(C=C(Cl)Cl)C1C(=O)N1CCN(c2ccccc2)CC1 (stereo not given)	-19	-2	-29	-4%	0%	0%	11	-0.3%	3
C/C=C/C=N/NC(=O)CN(c1ccc(Br)cc1)S(=O)(=O)c1ccccc1	nt	-7	-5	-20%	-4%	0%	4	0.7%	1
O=C(NNS(=O)(=O)c1ccccc1Cl)C1COc2ccccc2O1 (stereo not given)	-10	nt	nt	5%	-2%	0%	nt	nt	nt
COc1ccc(-c2cc3ccccc3oc2=O)cc1NC(=S)NC(=O)c1ccc2c(c1)OCCO2	nt	2	-3	?	1%	-16%	0	5.7%	3
Cc1cccc(C)c1OCc1cc(C(=O)N2CCN(c3ccccn3)CC2)no1	-13	2	-10	0%	8%	5%	5	-1.5%	5
COc1ccc(CCNC(=O)C(=O)NCC(c2ccco2)S(=O)(=O)c2ccc(F)cc2)cc1 (stereo not given)	-8	-1	nt	0%	-4%	0%	-5	2.6%	3
CC(=O)N1c2ccc(S(=O)(=O)N3CCC(C(=O)Nc4cccc(C)c4C)CC3)cc2CC1C (stereo not given)	-6	9	4	0%	-1%	1%	4	0.7%	1
CC(=O)Nc1ccc(N=C(C2=C(O)c3ccccc3C2=O)c2ccccc2)cc1	-12	1	18	-2%	6%	0%	8	0.0%	-4
COc1cccc(-c2nn(C)c3sc(C(=O)N4CCN(c5ccccc5)CC4)cc23)c1	3	-1	-16	0%	-1%	-10%	1	-3.1%	2
O=C(CN1CCN(C(=O)c2ccco2)CC1)Nc1ccc2c(c1)OCCO2	11	1	1	1%	-9%	1%	-18	1.6%	3
Cc1ccccc1Cn1nnc(-c2ccc(C(=O)O)cc2)n1	8	0	-24	8%	-3%	-6%	5	-1.8%	1
COc1ccc(Cn2ccnc2SCC(=O)Nc2nnc(C)s2)cc1	5&13	-3&-1	-10&7	2%&0%	-4%&-1%	-3%&4%	2&13	1.3%&1.2%	2&2
CC(=O)Nc1ccc(NC(=O)CSc2nccn2Cc2ccc3c(c2)OCO3)cc1	6	-2	-3	-3%	-2%	4%	-7	-3.6%	2
CCOC(=O)N(C)C[C@@H]1OCc2cnnn2CCCC(=O)N([C@@H](C)CO)C[C@@H]1C	-2	nt	nt	1%	-3%	-3%	nt	nt	nt
O=C(N=C1SCC(=O)N1c1ccccc1)c1ccco1	-19	5	1	nt	6%	2%	1	1.2%	2
Cc1ccsc1C(=O)N1CCC(CO)(Cc2ccccc2)CC1	7	1	18	7%	-2%	5%	4	-2.3%	0
CC1=Nc2ccc(C)cc2/C1=C/c1c(N)n2c(S(=O)(=O)C(C)C)nsc2nc1=O	-16	3	-13	4%	-7%	-14%	5	0.1%	0
O=C(CCS(=O)(=O)c1ccc2c(c1)NC(=O)CO2)Nc1cccc(C(F)(F)F)c1	nt	-3	1	-2%	-1%	-6%	-7	-0.4%	2
O=C(CSc1nc2c(oc3ccccc32)c(=O)n1CC1CCCO1)NCc1ccc(F)cc1 (stereo not given)	-20	8	-7	-9%	-6%	1%	-4	3.3%	1
CCCOc1ccc(/C(O)=C2/C(=O)C(=O)N(c3cc(C)on3)C2c2ccc(C(=O)OC)cc2)cc1 (stereo not given)	2	9	-8	-1%	-4%	0%	-3	6.0%	4
COc1ccc(C(=O)c2nc3c(n2O)CCCC3)cc1OC	-7	-2	-4	0%	-5%	1%	nt	-0.4%	1
C=CCn1c(=S)sc2c(=O)[nH]c(C)nc21	2	7	-14	-4%	-4%	0%	-4	0.0%	6
CCOC(=O)CNC(=O)CSc1nnc(-c2cccc(OC)c2)n1CC	-12	-3	7	3%	0%	2%	0	-1.0%	1
CCCC(=O)N1CCN(c2nc3ccccc3s2)CC1	12	-5	7	-3%	-5%	2%	-1	-0.4%	4
COc1ccc(NC(=O)N2CCC(n3cnc4ccccc43)CC2)cc1	1	-6	-5	-7%	-2%	-7%	-4	-3.3%	0
COc1ccc(-c2csc(-c3c(N)c(C(=O)c4ccc(OC)c(OC)c4)n4ccccc34)n2)cc1	1	1	-1	nt	nt	nt	nt	-0.4%	2
Cc1cc(C(=O)CSc2nnc(-c3cccc(F)c3)n2N)c(C)n1Cc1ccc2c(c1)OCO2	8	2	-7	-5%	-1%	0%	-5	-1.4%	6
CCNc1nc(NCC)n2c(SCC(=O)Nc3ccc(Br)cc3F)nnc2n1	4	-1	10	1%	-4%	-3%	-5	-0.2%	2
CCNc1nc(-c2cc3ccccc3o2)cs1	-26	-1	-15	-1%	-3%	-2%	-1	0.9%	3
O=C(N/N=C/c1cccs1)c1n[nH]c2c1CCC2	8	-3	3	-4%	-12%	?	-8	-0.9%	0
CC(C)(C)OC(=O)NCCCCCNC(=O)c1ncn2c1c(=O)[nH]c1ccccc12	1	nt	nt	0%	-4%	-1%	nt	nt	nt
O=C(O)C1=C(C(=O)O)C2CCC1C2	5	nt	nt	-1%	-5%	-2%	nt	nt	nt
COc1cc2c(cc1NC(=O)COCC(=O)O)oc1ccccc12	-4	5	-3	-1%	-2%	-1%	0	0.3%	0
COc1cc(CN(C)Cc2cccc3ccccc23)cc([N+](=O)[O-])c1O	2	-3	-15	-5%	0%	0%	-10	0.5%	1
O=C(CN1C(=O)c2ccc(Br)cc2C1=O)NCC1CCCO1 (stereo not given)	11	1	4	-5%	-3%	-1%	-4	?	2
COc1ccc(CNC(=O)CCc2c(C)nc3c(c(C)nn3-c3ccccc3)c2C)cc1	9	-4	-3	0%	-5%	-3%	nt	2.8%	4
O=C(CN(c1ccccc1)S(=O)(=O)c1ccc(Cl)cc1)Nc1ccccc1C(=O)N1CCCC1	-11	-4	-16	-1%	-1%	-4%	-1	0.8%	0
C[C@@H]1CN([C@H](C)CO)C(=O)CCCn2nncc2CO[C@H]1CN(C)Cc1ccc(Oc2ccccc2)cc1	-10	nt	nt	0%	-5%	4%	nt	nt	nt
Cc1ccc(NC(=O)Nc2ccccc2F)cc1S(=O)(=O)N1CCOCC1	-3	-6	-18	3%	-1%	-1%	-8	0.6%	10
COc1ccc(Br)cc1C(=O)Nc1ccc2oc(-c3cccnc3)nc2c1	-9	0	18	2%	-4%	2%	-5	4.7%	1
COc1ccccc1/C=N\Nc1ccccc1[N+](=O)[O-]	-19	6	13	8%	2%	-5%	-3	-0.1%	3

A stretch taken from the entries so far:
mol	RXFP1 antagonist	D1 PAM	D1 antagonist	Vif-A3F inh	GRP78 ERSR act	Vif-A3G inh	D2 PAM	RXFP1 ag	D1 ag
COc1ccc(Br)cc1C(=O)Nc1ccc2oc(-c3cccnc3)nc2c1	-9	0	18	2%	-4%	2%	-5	4.7%	1
COc1ccccc1/C=N\Nc1ccccc1[N+](=O)[O-]	-19	6	13	8%	2%	-5%	-3	-0.1%	3
